TRHR agonist: activates the human TRH receptor; P34981; TRHR cells, calcium flux fluo-8, FDSS agonist mode; actives 0.18% (n = 360,000); activation, % at 2 µM; also: 0% is about no effect
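Read-out: compound-evoked intracellular calcium rise in TRHR cells, fluo-8 dye, kinetic FDSS fluorescence at 1 s/cycle following a 10-cycle baseline. Cells cultured overnight before dye loading (30 min–1.5 h, RT).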
RXFP1 antagonist: antagonists of human relaxin receptor RXFP1. Q9HBX9. HEK293-RXFP1, relaxin-stimulated cAMP HTRF, 30 min; hits give low values. activity change, negative = inhibition, % at 57.5 µM. actives 0.59% (n = 350,000). AID 1259400;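 active = activity change of -60% or lower, but not beyond a set lower limit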; also: % is scaled to controls: 0 for no effect and ±100 for the full control effect
Target sequence (Q9HBX9 whole entry, looked up): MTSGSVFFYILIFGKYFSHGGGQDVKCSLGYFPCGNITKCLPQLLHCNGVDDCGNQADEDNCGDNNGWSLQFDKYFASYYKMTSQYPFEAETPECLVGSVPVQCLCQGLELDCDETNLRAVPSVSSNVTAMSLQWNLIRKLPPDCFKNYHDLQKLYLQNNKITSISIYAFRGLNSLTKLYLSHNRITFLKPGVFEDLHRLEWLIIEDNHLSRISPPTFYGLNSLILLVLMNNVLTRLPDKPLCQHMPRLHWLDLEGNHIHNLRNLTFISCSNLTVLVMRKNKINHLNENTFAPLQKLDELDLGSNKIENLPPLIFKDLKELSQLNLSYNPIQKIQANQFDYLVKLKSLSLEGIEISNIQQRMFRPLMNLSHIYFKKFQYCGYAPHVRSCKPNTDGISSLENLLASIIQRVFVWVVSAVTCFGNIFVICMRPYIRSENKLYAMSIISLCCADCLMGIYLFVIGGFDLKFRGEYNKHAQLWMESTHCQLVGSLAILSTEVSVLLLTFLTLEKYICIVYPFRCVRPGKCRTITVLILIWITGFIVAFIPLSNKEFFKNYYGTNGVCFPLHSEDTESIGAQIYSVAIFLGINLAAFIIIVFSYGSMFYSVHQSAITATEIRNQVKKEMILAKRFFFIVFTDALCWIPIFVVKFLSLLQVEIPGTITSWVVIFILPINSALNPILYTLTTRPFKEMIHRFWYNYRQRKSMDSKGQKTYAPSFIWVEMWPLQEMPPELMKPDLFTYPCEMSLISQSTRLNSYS
D1 ag: human D1 receptor agonism | HEK293 T-REx D1 cells, calcium flux, agonist mode | activation, % at 2 µM | actives 1% (n = 360,000); also: 0% is about no effect
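Tetracycline-induced HEK293 TREx D1 cells, force-coupled to calcium signalling, were dye-loaded with a no-wash calcium kit. Compound was pin-added after a 10 s baseline. Fluorescence was read kinetically at 1 cycle/s for 180 s, with calcium rises flagged as agonism.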
D2 potentiator: D2 dopamine receptor (human) potentiation | P14416 | HEK293 T-REx D2, calcium flux, EC20 dopamine potentiation | potentiation, % at 10 µM | actives 0.34% (n = 340,000) | AID 485347;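 active = potentiation over 3 SD above the plate norm, cut at about 30% in these data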; also: 0% is about no effect
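Potentiation of an EC20 dopamine calcium response is measured in a force-coupled, tetracycline-inducible Hek293 Trex D2 line. Compound-only kinetic reads over 180 s flag agonists before dopamine addition.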
D1 PAM: enhances dopamine response at the human D1 receptor; HEK293 TREx D1 cells, calcium flux, dopamine EC20 potentiation; potentiation, % at 10 µM; actives 0.036% (n = 360,000); in the data active = potentiation above about 30%; also: 0% is about no effect
D1 antagonist: human D1 dopamine receptor antagonism; activity change, negative = inhibition, % at 10 µM; P21728; actives 3.2% (n = 360,000); HEK293 TREx D1 cells, calcium flux, dopamine EC80; hits give low values; in the data active = activity change below about -30%; also: % is scaled to controls: 0 for no effect and ±100 for the full control effect
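Antagonism measured as reduced calcium response to an EC80 dopamine addition following 180 s compound pre-read; cells were inducible HEK293 Trex D1 plated overnight at 30 C, read kinetically at 1 cycle/sec.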
D2 antag: antagonists of human D2 dopamine receptor; P14416; HEK293 TREx D2 cells, calcium flux, dopamine EC80; inhibition, % at 10 µM; actives 2% (n = 340,000); in the data active = inhibition above about 30%; also: 0% is about no effect
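Cells plated overnight at 30 C with tetracycline; no-wash calcium dye, 30–90 min RT; 10 s baseline; compound pinned; 180 s read; EC80 dopamine added; another 180 s read.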
D2 agonist: D2 dopamine receptor (human) agonism; P14416; HEK293 T-REx D2 cells, calcium flux agonist mode; activation, % at 2 µM; actives 0.53% (n = 340,000);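 active = activation over 3 SD above normal in the single-dose calcium agonist read, cut at about 30% in these data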; also: 0% is about no effect
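Agonism is scored from calcium flux in a force-coupled, inducible HEK293 cell line expressing D2, read kinetically for 180 s after compound addition against dopamine controls.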
TRHR enhancer: allosteric enhancers of human TRH receptor; P34981; TRHR cells, fluo-8 calcium fluorescence, EC20 TRH enhancement; enhancement, % at 2 µM; actives 0.66% (n = 360,000); AID 493056; in the data active = enhancement above about 30%; also: 0% is about no effect
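TRHR-expressing cells loaded with fluo-8 calcium dye were read kinetically (ex 480/em 530) during compound addition, then stimulated with an EC20 of TRH (10 nM final). Enhancement of the Gq-mediated intracellular calcium response was scored.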
* hit, by the source's call; · = no result given. Rule as the data show it, unless noted: active = activation above about 30%; inactive = the rest.

| Structure | TRHR agonist | RXFP1 antagonist | D1 ag | D2 potentiator | D1 PAM | D1 antagonist | D2 antag | D2 agonist | TRHR enhancer |
| --- | --- | --- | --- | --- | --- | --- | --- | --- | --- |
| O=C(Nc1ccc(F)cc1F)c1cc2nc3c(c(C(F)(F)F)n2n1)CCCC3 | 0.0 | · | 0.4 | -9.7 | -3.6 | -33.3* | -5.1 | 0.5 | -5.1 |
| Cc1ccc(C(=O)CSc2nsc(C)c2C#N)cc1 | 0.1 | 1.3 | 9.5 | · | -8.4 | -4.0 | · | · | -5.0 |
| Cc1ccc(-c2noc(C3CCN(C(=O)Nc4ccc(C#N)cc4)CC3)n2)o1 | 0.2 | -13.1 | 10.3 | -5.1 | -6.2 | -14.4 | -13.2 | 0.3 | -9.3 |
| O=S(=O)(Nc1nccs1)c1ccc(Br)cc1 | -0.2 | -12.2 | -0.7 | 3.3 | -3.2 | -14.4 | 2.8 | 0.0 | 1.6 |
| COC(=O)[C@H](CC(C)C)NC(=O)NCc1ccc(Cl)cc1 | 1.1 | -6.9 | 1.7 | -2.5 | -0.5 | -7.1 | -8.6 | -0.1 | 17.7 |
| Cc1ccc(CN2CC(C(=O)NCC(=O)Nc3c(C)cccc3C)CC2=O)cc1 (configuration not stated) | -0.6 | -2.4 | -1.2 | -5.5 | -1.5 | 0.3 | -6.1 | 0.3 | 6.7 |
| CC1Cc2ccccc2N1c1ncnc(N)c1[N+](=O)[O-] (configuration not stated) | 0.4 | 2.4 | 0.2 | 2.4 | -0.9 | -2.0 | -30.4 | 1.3 | 4.9 |
| Cc1ccccc1NC(=O)CCNS(=O)(=O)c1ccc2[nH]c(=O)oc2c1 | 0.7 | 3.8 | 3.8 | -3.8 | 0.6 | 4.9 | 2.5 | 1.5 | 10.3 |
| Cc1cc(NC(=O)Cc2csc(-c3ccccc3)n2)ccc1Br | -0.3 | · | 3.8 | -9.3 | -2.1 | -15.9 | 9.3 | 0.3 | -4.2 |
| Cc1ccc(NC(=O)CNc2ccc(Cl)cc2F)cc1 | 0.7 | -0.5 | -0.8 | 2.6 | -5.8 | -10.9 | 5.4 | 0.9 | 4.4 |
| O=C(c1c[nH]c2ccc(S(=O)(=O)N3CCOCC3)cc2c1=O)N1CCCC1 | 0.5 | -12.6 | -0.1 | -3.4 | 1.5 | -8.2 | -2.7 | 0.4 | 2.1 |
| C=CCN(c1ccc(C(=O)NCCSc2ccccc2)cc1)S(C)(=O)=O | -1.0 | -1.8 | 5.7 | -4.0 | -1.0 | 1.7 | · | · | 0.1 |
| COc1ccc(C(CNC(=O)COc2ccccc2)N2CCCCC2)cc1 (configuration not stated) | 0.0 | -3.5 | 0.3 | -27.1 | 1.6 | 2.8 | 27.2 | -0.1 | -9.8 |
| O=C(COc1ccc(Cl)cc1Cl)Nn1c(=S)[nH]c2ncccc2c1=O | -1.0 | · | 2.3 | -14.7 | -2.0 | 14.1 | -4.2 | 3.7 | -13.9 |
| O=C(OCc1c(Cl)nc2sccn12)c1cc2c(s1)CCCC2 | 0.1 | 6.5 | 2.7 | -10.2 | -3.1 | 4.2 | -14.3 | -0.2 | 32.5* |
| CCC(=O)c1c[nH]c(C(=O)NCCCN2CCOCC2)c1 | -0.2 | -4.3 | 5.7 | 9.0 | -2.5 | 15.9 | 3.5 | -0.2 | 8.1 |
| Cc1cccc(NC(=O)c2cc(Cl)ccc2[N+](=O)[O-])c1 | -0.8 | -14.0 | -1.2 | -21.5 | -3.4 | -22.6 | 9.8 | -0.9 | 0.1 |
| O=C(CCC(=O)Nc1ccc(F)cc1)N/N=C/c1ccc(O)cc1O | 0.6 | 14.2 | -2.8 | -14.2 | 0.2 | 0.1 | 4.5 | -0.6 | 1.4 |
| CN(Cc1ccccc1)c1ccc([N+](=O)[O-])cc1C(=O)O | 1.1 | -17.8 | 2.8 | 4.0 | -0.9 | 7.3 | -21.0 | 1.5 | -4.5 |
| O=C(COc1ccccc1)Nc1nc2ccccc2[nH]1 | -0.4 | -6.2 | 3.0 | -10.8 | -1.0 | 15.5 | -1.3 | -0.4 | -3.9 |
| CC1(C)CC(=NOC(=O)c2ccccc2)CC(C)(C)N1O | 0.1 | -15.5 | 1.6 | 3.9 | -8.7 | 14.4 | 8.8 | 0.6 | -5.1 |
| COc1ccc(OC)c(NS(=O)(=O)c2ccc(Cl)s2)c1 | -0.2 | -4.0 | -0.3 | -3.2 | -1.1 | -11.0 | 7.5 | 0.7 | -7.3 |
| CCCCCCCCC(=O)NC(NC(=S)N1CCOCC1)C(Cl)(Cl)Cl (configuration not stated) | 1.9 | -25.2 | 5.9 | 3.8 | -4.2 | -17.1 | -4.7 | 0.1 | 2.9 |
| Cc1ccccc1OCc1ccc(-c2nc(C#N)c(N3CCN(c4cccc(Cl)c4)CC3)o2)o1 | -0.3 | -4.3 | 2.8 | -0.3 | -1.1 | -8.6 | · | · | -2.9 |
| Cc1ccc(Cl)cc1N1CCN(S(=O)(=O)N2CCCCC2)CC1 | 0.0 | -12.7 | 9.7 | 1.2 | -0.7 | 12.2 | -6.3 | 0.6 | 42.9* |
| C=CC(C)(C)c1cc2cc3ccoc3cc2oc1=O | 0.0 | · | -1.3 | -2.1 | -3.6 | 2.9 | 18.2 | 0.2 | -4.8 |
| CCN(Cc1ccncc1)C(=S)Nc1c(C)cccc1C | 0.6 | -9.1 | 3.1 | -3.7 | -0.2 | 1.6 | -5.5 | -0.3 | 2.6 |
| Cc1nn(-c2ccccc2)c2c1N(CC(=O)NCc1ccc(N(C)C)cc1)C(=O)CS2 | -0.2 | · | -0.6 | 10.1 | -3.7 | 8.7 | · | 0.0 | -7.7 |
| CCCC(=O)Nc1nnc(-c2ccc3c(c2)OCO3)s1 | 0.9 | 4.4 | 2.6 | -3.4 | -0.4 | -14.4 | -7.4 | 2.5 | 3.6 |
| CC(O)[C@H]1CNC(=O)C(=O)N1CC(C)(C)C (some centres not stated) | 0.6 | · | 1.9 | -5.9 | -4.0 | 12.8 | -5.4 | 0.0 | -2.6 |

Part of the list above, reduced to D2 potentiator, TRHR enhancer and D2 antag:
SMILES	D2 potentiator	TRHR enhancer	D2 antag
C=CCN(c1ccc(C(=O)NCCSc2ccccc2)cc1)S(C)(=O)=O	-4.0	0.1	·
COc1ccc(C(CNC(=O)COc2ccccc2)N2CCCCC2)cc1 (configuration not stated)	-27.1	-9.8	27.2
O=C(COc1ccc(Cl)cc1Cl)Nn1c(=S)[nH]c2ncccc2c1=O	-14.7	-13.9	-4.2
O=C(OCc1c(Cl)nc2sccn12)c1cc2c(s1)CCCC2	-10.2	32.5*	-14.3
CCC(=O)c1c[nH]c(C(=O)NCCCN2CCOCC2)c1	9.0	8.1	3.5

Later entries.
| Structure | TRHR agonist | RXFP1 antagonist | D1 ag | D2 potentiator | D1 PAM | D1 antagonist | D2 antag | D2 agonist | TRHR enhancer |
| --- | --- | --- | --- | --- | --- | --- | --- | --- | --- |
| O=C(Cc1ccc(Br)cc1)Nc1nc2ccccc2[nH]1 | 0.2 | -0.4 | 0.8 | 3.5 | -2.6 | -0.9 | -11.6 | 0.8 | 8.6 |
| O=C(CO/N=C\c1ccccc1)Nc1ccccc1C(=O)N1CCOCC1 | 0.5 | -6.2 | -0.2 | 4.9 | -7.2 | -1.2 | -6.2 | 0.8 | -0.1 |
| COC(=O)c1c(C)sc(-c2c(-c3ccc(F)cc3)[nH]c3[nH]c(=O)[nH]c(=O)c23)c1O | 56.4* | -1.3 | 131.0* | 17.5 | 1.9 | 1.1 | · | -2.2 | 7.8 |
| COc1ccc(CCNC(=O)CSc2ncn[nH]2)cc1 | 0.3 | -12.2 | 2.0 | 1.5 | -2.6 | -8.6 | -5.7 | -1.2 | 1.4 |
| COC(=O)c1sc(NC(=S)NC(=O)c2cccc(C)c2)nc1C | 2.9 | 0.3 | 14.7 | -1.7 | -0.5 | -10.6 | -1.6 | 0.7 | -2.5 |
| Cc1cc(NS(=O)(=O)c2ccc(NC(=O)c3ccccc3C)cc2)no1 | 1.6 | 2.7 | 7.8 | -3.4 | · | -2.3 | 10.9 | 0.3 | 4.9 |
| Nc1nnc(SCC(=O)Nc2cc(S(=O)(=O)N3CCOCC3)ccc2N2CCCC2)s1 | 0.0 | 7.1 | 5.0 | -1.4 | · | 16.0 | -21.6 | 0.0 | -5.9 |
| CCN(C(=O)Cn1c(=O)oc2ccccc21)c1cccc(C)c1 | -0.9 | 3.9 | 4.0 | 0.0 | 6.0 | -3.7 | 8.6 | -2.3 | 4.1 |
| COC(=O)c1ccc(C)c(NC(=O)CCNC(=O)c2ccc([N+](=O)[O-])cc2)c1 | -0.2 | -7.7 | -0.3 | -4.6 | -3.2 | -14.4 | -7.8 | -0.8 | 1.9 |
| CCOC(=O)[C@H]1[C@H]2COc3cc(OC)ccc3[C@@H]2N2C(=O)CN(CC3CCCO3)C(=O)[C@@]12C (some centres not stated) | -0.3 | · | 0.8 | -6.8 | 0.8 | 8.2 | 17.7 | 0.1 | 0.5 |
| CC(C)(C)CC(=O)Nc1cc2c3c(c1)CCN3C(=O)CC2 | -0.1 | 2.3 | 3.1 | · | 2.1 | -0.2 | · | · | 7.6 |
| Cc1cccc(NC(=O)c2ccccc2-c2ccccc2)c1 | 1.2 | 8.9 | 1.4 | 1.5 | 0.6 | 3.2 | 10.0 | -1.1 | 6.8 |
| COc1cccc(C(=O)Nc2ccc3c(c2)C(=O)N(CCC(=O)O)C3=O)c1 | 0.2 | -5.7 | 3.1 | · | 11.5 | 2.3 | · | · | -1.1 |
| O=C(/C=C/C=C/c1ccccc1)CC1(O)C(=O)N(CCc2ccccc2)c2ccccc21 (configuration not stated) | 0.2 | -15.6 | 1.6 | 7.5 | 3.5 | 1.3 | -9.2 | 0.3 | 5.5 |
| CCOC(=O)C(C)Sc1nnc2c3ccccc3n(C)c2n1 (configuration not stated) | -0.6 | -2.6 | 2.1 | -15.4 | -5.3 | -12.2 | -0.4 | -0.9 | -2.9 |
| O=C(Cn1c(=O)n(Cc2cccs2)c(=O)c2cccnc21)Nc1ccc(F)cc1 | -0.5 | · | 10.9 | 11.3 | -2.6 | 2.0 | · | -0.6 | 6.7 |
| COCC(C)n1c(C)cc(C(=O)COC(=O)CN=C2NS(=O)(=O)c3ccccc32)c1C (configuration not stated) | -0.8 | 5.0 | 3.8 | 5.2 | -6.7 | 0.2 | 3.3 | -0.8 | 15.9 |
| COc1ccc(C2C(C#N)=C(C)NC3=C2S(=O)(=O)c2ccccc23)cc1 (configuration not stated) | -0.2 | -2.0 | 0.5 | 31.6* | -6.2 | -2.2 | -23.7 | -0.3 | -1.5 |
| N/C(=N\OC(=O)Cc1ccc(-c2ccccc2)cc1)c1cccc([N+](=O)[O-])c1 | 1.0 | -12.3 | 8.2 | -4.7 | -0.6 | -7.2 | -0.9 | -0.6 | -2.2 |
| CN1c2ccccc2C(O)=C(C(=S)Nc2ccccc2)S1(=O)=O | -0.2 | 14.8 | 1.2 | -1.1 | -2.3 | -3.0 | -8.6 | -0.9 | 1.6 |

TRHR enhancer, entries above that show a hit.
SMILES	TRHR agonist	RXFP1 antagonist	D1 ag	D2 potentiator	D1 PAM	D1 antagonist	D2 antag	TRHR enhancer
O=C(OCc1c(Cl)nc2sccn12)c1cc2c(s1)CCCC2	0.1	6.5	2.7	-10.2	-3.1	4.2	-14.3	32.5*
Cc1ccc(Cl)cc1N1CCN(S(=O)(=O)N2CCCCC2)CC1	0.0	-12.7	9.7	1.2	-0.7	12.2	-6.3	42.9*

Screening data as filed in PubChem.
